Screens deposited in PubChem by National Center for Advancing Translational Sciences (NCATS).
Tau fluor cs – Counterscreen qHTS for Inhibitors of Tau Fibril Formation, Fluorescence Polarization; tau K18 P301L Alexa594 fluorescence, heparin fibrillization; Potency, µM (highest dose often 57.7 µM), inactives show at the top dose activity change, negative = decrease; 280,000 tested, 0.93% active; AID 1463, 2008; note: potency is the fitted concentration of half-maximal effect; % is set by controls: 0 for no effect and ±100 for the full control effect; nearly all actives have a fitted effect of over 55% in size
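Human tau K18 P301L (15 uM unlabeled, 0.24 uM Alexa 594-labeled) in 100 mM sodium acetate pH 7 with 20 uM heparin, 6 hr at 37 C. ThT 30 uM added, 1 hr ambient; Alexa 594 FP and total fluorescence read at 555/632 nm.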
TR SRC2 fluor cs – Total Fluorescence Counterscreen for Inhibitors of the Interaction of Thyroid Hormone Receptor and Steroid Receptor Coregulator 2. TRb/SRC2 Texas Red total fluorescence interference. Potency, µM (series often up to 106 µM), for inactives: at the highest dose fluorescence change, negative = quenching. 280,000 tested, 0.29% active. AID 1479, 2009; active = well fitted curve in either direction with a large enough effect; inconclusive = small, poorly fitted or top-dose-only effect; note: potency is the fitted concentration of half-maximal effect; % is set by controls: 0 for no effect and ±100 for the full control effect
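Human TRβ ligand-binding domain (0.6 uM) and Texas Red SRC2 peptide (20 nM) in Tris buffer with 1 uM T3 and 5% DMSO were incubated with pinned compound for 5 hr at ambient temperature. Total fluorescence was computed as S + 2P (555/632 nm).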
Tau fibril FP – qHTS for Inhibitors of Tau Fibril Formation, Fluorescence Polarization | Microtubule-associated protein tau (Homo sapiens), P10636 | K18 P301L tau heparin fibrillization, Alexa594 FP, 6 h | Potency, µM (series often up to 57.7 µM), without a hit: at the top dose activity, negative = inhibition, hits mostly inhibitors | 280,000 tested, 0.39% active | AID 1468, 2008; note: potency is the fitted concentration of half-maximal effect; % is set by controls: 0 for no effect and ±100 for the full control effect; nearly all actives have a fitted effect of over 55% in size
Target sequence (P10636 561-689 P618L limits assumed): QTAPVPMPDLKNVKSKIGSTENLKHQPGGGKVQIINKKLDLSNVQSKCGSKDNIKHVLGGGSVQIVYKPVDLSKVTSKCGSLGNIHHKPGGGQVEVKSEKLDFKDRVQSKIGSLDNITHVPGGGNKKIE
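Quantitative HTS format: compounds meet 15 uM recombinant K18 P301L tau and Alexa 594-tau tracer in 100 mM sodium acetate pH 7; 20 uM heparin triggers fibrillization at 37 C over 6 hr; FP gives the signal.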
aGal spleen mod – qHTS Assay for Inhibitors and Activators of Human alpha-Galactosidase From Spleen Homogenate. Alpha-galactosidase A (Homo sapiens), P06280. human spleen homogenate, 4MU-alpha-Gal fluorescence, 40 min. Potency, µM (series often up to 80 µM), for the others: at the top dose activity change, negative = inhibition, usual class: inhibitors. 240,000 tested, 0.008% active. AID 2107, 2009;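 note: potency is the fitted concentration of half-maximal effect; 0% = enzyme with vehicle and -100% = no enzyme basal signal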
Target sequence (P06280 32-429 limits assumed): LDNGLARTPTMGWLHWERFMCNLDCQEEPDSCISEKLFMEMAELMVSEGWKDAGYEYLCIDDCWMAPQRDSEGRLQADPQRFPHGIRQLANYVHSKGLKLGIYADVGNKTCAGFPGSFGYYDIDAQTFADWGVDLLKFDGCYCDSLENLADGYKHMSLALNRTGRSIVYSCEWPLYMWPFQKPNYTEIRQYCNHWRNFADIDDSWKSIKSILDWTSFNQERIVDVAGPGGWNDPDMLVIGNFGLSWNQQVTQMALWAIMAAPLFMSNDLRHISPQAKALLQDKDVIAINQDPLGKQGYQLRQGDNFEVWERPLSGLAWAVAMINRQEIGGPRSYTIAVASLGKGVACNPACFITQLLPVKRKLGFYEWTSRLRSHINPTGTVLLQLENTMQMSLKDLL
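Human spleen homogenate (1 ug) as enzyme source, 4-methylumbelliferyl-alpha-D-galactopyranoside 1 mM final, citrate/phosphate pH 5.0 with 0.01% Tween-20. Compounds 40 min at 37C, NaOH/glycine stop; fluorescence Ex 365/Em 440, Hill-fit AC50.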
CBFb RUNX1 block – qHTS Assay for Compounds Blocking the Interaction Between CBF-beta and RUNX1 for the Treatment of Acute Myeloid Leukemia. AlphaScreen CBFb-His/RUNX1-biotin binding, biochemical. Runt-related transcription factor 1 (Homo sapiens) + Core-binding factor subunit beta …. Potency, µM (highest dose often 59.8 µM), for inactives: top-dose activity, negative = inhibition, most hits filed as inhibitors. 230,000 tested, under 10 active; note: % of control where 0% means no effect
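Inhibition was taken as any reduction in AlphaScreen signal from the CBF-beta–RUNX1 pair (His and biotin tags, 30 nM each), measured after compound (15 min) and bead (90 min) incubations at room temperature.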
Epigenetic reg – Quantitative High-Throughput Screen for Regulators of Epigenetic Control. murine LDR cells, GFP reporter derepression, 30 h. AID 1865, 2009. 280,000 tested, 0.2% active. Potency, µM (doses to about 53.9 µM), inactives show at the highest dose GFP activation, most hits filed as activators; note: potency is the fitted concentration of half-maximal effect; % of control where 0% means no effect; nearly all actives have a fitted effect of over 60% in size
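Reporter derepression read as number of fluorescent GFP-positive objects, 20-120 um in size, counted by laser-scanning cytometer. Mouse LDR line with an epigenetically silenced CMV-GFP locus; compound incubation 30 h, 37 C.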
NPSR antag – qHTS Assay for Antagonists of the Neuropeptide S Receptor: cAMP Signal Transduction; Q6W5P4; CHO-NPSR cells, cAMP TR-FRET, antagonist mode; Potency, µM (titrated, usually from 38.3 µM), without a hit: at the highest dose activity change, negative = inhibition, hits mostly inhibitors; 220,000 tested, 1% active; AID 1461, 2008; note: potency is the fitted concentration of half-maximal effect; % is set by controls: 0 for no effect and ±100 for the full control effect; nearly all actives have a fitted effect of over 50% in size; many of its hits are not listed in these tables
TRb-SRC2 inh – qHTS for Inhibitors of the Interaction of Thyroid Hormone Receptor and Steroid Receptor Coregulator 2 | Potency, µM (series often up to 106 µM), without a hit: at the highest dose activity change, negative = inhibition, actives largely listed as inhibitors | TRbeta-SRC2 peptide binding, fluorescence polarization; receptor liganded with 1 µM T3 | 280,000 tested, 0.065% active;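 note: potency is the fitted concentration of half-maximal effect; plate controls were bound peptide for no effect and peptide without receptor for full effect; nearly all actives have a fitted effect of over 50% in size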
Target sequence (P10828 whole entry, looked up): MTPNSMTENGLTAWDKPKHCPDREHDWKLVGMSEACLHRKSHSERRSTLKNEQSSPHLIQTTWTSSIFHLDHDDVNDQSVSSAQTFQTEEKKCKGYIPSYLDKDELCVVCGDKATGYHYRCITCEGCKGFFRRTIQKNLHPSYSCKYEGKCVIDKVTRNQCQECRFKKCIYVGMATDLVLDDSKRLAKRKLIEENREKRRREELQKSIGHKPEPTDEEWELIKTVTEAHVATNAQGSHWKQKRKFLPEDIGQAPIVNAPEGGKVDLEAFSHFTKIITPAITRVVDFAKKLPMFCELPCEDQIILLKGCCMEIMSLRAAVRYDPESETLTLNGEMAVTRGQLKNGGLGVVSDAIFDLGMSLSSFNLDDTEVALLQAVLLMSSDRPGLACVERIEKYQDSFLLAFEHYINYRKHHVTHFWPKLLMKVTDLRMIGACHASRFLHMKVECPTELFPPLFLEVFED
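Human TRb LBD (0.6 uM) plus Texas Red-labeled SRC2 peptide (20 nM), 1uM T3, 5% DMSO, 5 hr at ambient temperature. Decreased polarization (555/632 nm) flags inhibition; data normalized to free and bound peptide controls.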
Active calls of the source: *; ? = inconclusive; . = no result given; & = joins results of further samples; [ ] = another dose, or the depositor's remark. Unless noted, calls come from the whole dose curve; as a rule, active = well fitted curve in the direction sought with a large enough effect; inconclusive = small, poorly fitted or top-dose-only effect, or another doubt; inactive = no such curve, though single readings can be large; an effect the other way counts as inactive or inconclusive. Only part of the results is shown, so the mix of outcomes need not match the whole.

Screens in order – Tau fluor cs | TR SRC2 fluor cs | Tau fibril FP | aGal spleen mod | CBFb RUNX1 block | Epigenetic reg | NPSR antag | TRb-SRC2 inh
Oc1ccc(NC(=S)Nc2ccccc2)cc1
 : -9%&4% | 0%&1% | -4%&3% | 2%&8% | 0%&-1% | 0.1%&0.0% | -14%&17% | 5%&3%
S=c1nc(-c2ccccc2Cl)n(Cc2cccnc2)c2c1CCCC2
 : 6% | -3% | -3% | -5% | 6% | -7.9% | 1% | 0%
CCN1C(=O)c2cccc3c(S(=O)(=O)NCc4ccco4)ccc1c23
 : -13% | -3% | -8% | -3% | 10% | 0.2% | -3%[46.1 µM] | 6%
C[C@H]1CCC[C@@]2(O[C@@H](CCO)C[C@@H](O)[C@@H]2O)O1
 : 0% | 0% | -2% | -1% | 19% | -1.6% | 23% | -1%
O=C(O)C1CCC(=O)N1C1CCCC1 (stereo not given)
 : -1% | -3% | -2% | 2% | 3% | -11% | -4%[46.1 µM] | -7%
Cc1cccn2cc(CCNS(=O)(=O)c3ccc([N+](=O)[O-])cc3)nc12
 : -11% | 0% | -7% | -3% | 2%[2.36 µM] | -2.5% | 12% | 3%
CCN(CC)C(=O)c1ccc(Nc2nnc(-c3ccc(C)c(S(=O)(=O)NC)c3)c3ccccc23)cc1
 : -13% | -23% | -10% | . | . | 0.0% | . | -1%
CCCCN(Cc1cc2cc(C)ccc2[nH]c1=O)C(=O)c1cccc(Cl)c1
 : 4% | 9% | -4% | . | . | -1.0% | . | -8%
Cc1cccc(C(=O)NNC2=C(C(=O)C(F)(F)F)CCC2)c1O
 : -27% | -2% | ? | -4% | 0% | 0.7% | -17%[46.1 µM] | -9%
Cc1c(N)cccc1[N+](=O)[O-]
 : . | 0% | . | 4% | -1%[21.7 µM] | . | . | 3%
Cc1nc2c(n1C1CCCCC1)C(=O)c1ccccc1C2=O
 : -14% | -5% | 11% | 7% | -2% | -0.9% | -14%[46.1 µM] | -1%
Brc1c(CSc2nc3ccccc3o2)nc2ncccn12
 : 6% | -4% | 1% | 6% | 3% | -0.5% | -1%[46.1 µM] | -4%
Cc1ccc(C(=O)N(Cc2nc3ccccc3c(=O)[nH]2)C2CCCC2)cc1
 : 14% | -2% | 4% | -3% | -2% | 0.0% | -11% | 8%
CCOc1ccc(-n2ccnc2SCC(=O)N2CCCc3ccccc32)cc1
 : -7% | 2% | -1% | 7% | 6% | -1.1% | -16% | -1%
COC(=O)CCCC(=O)NC(C)c1cnn(-c2ccccc2C)c1C (stereo not given)
 : -5% | -1% | -7% | 0% | 8% | 2.3% | -8% | -1%
COc1ccc(N2CCCC2=N)c(OC)c1
 : -6% | -1% | 6% | 3% | 7% | 0.1% | 6% | 5%
CCCOc1nc2c(c(=O)n(C)c(=O)n2C)n1C
 : 1% | 3% | -2% | 14% | 2% | -0.3% | -8%[7.67 µM] | 4%
COCCNS(=O)(=O)c1ccc(-c2ccc(Cl)cc2)cc1
 : -12% | -1%[53 µM] | 7% | 0% | 4% | 1.8% | -8% | 3%[53 µM]
CCN1CCN(C(=O)c2c(-c3c(F)cccc3Cl)noc2C)CC1
 : -4% | 1% | 1% | 0% | -1% | -4.5% | -15%[46.1 µM] | -18%
O=C(CSCC(=O)NC1CC1)Nc1ccc2ccccc2c1
 : -3% | 1% | -5% | -6% | 3% | 0.0% | -5%[46.1 µM] | -1%
O=[N+]([O-])c1cccc(/C=N/Nc2nc(N3CCCCC3)nc(N3CCCCC3)n2)c1
 : -24% | 1% | -1% | 1% | -2% | 1.2% | -43% | -9%
CC(C)(C)C(=O)Nc1ccc(F)cc1[N+](=O)[O-]
 : -4% | -1% | -1% | -11% | 5% | 1.1% | 0%[7.67 µM] | -4%
CCOC(=O)N1CCC(N2C(=O)c3cc(C(=O)NC4CCCCC4)ccc3C2O)CC1 (stereo not given)
 : -2% | -3% | -2% | 5% | 0% | 0.0% | -12%[46.1 µM] | 5%
Cc1ccc(-n2cc(CNCCn3nc(C)cc3C)c(-c3ccc(F)cc3)n2)cc1
 : -27% | ? | -2% | 6% | -2% | -1.2% | ? | ?
CC(=O)N1CCc2cc(Br)cc(S(=O)(=O)NCCc3cccc(C)c3)c21
 : -15% | 4% | -2% | . | . | -1.1% | . | -5%
COc1cc(CNC2CCCC2)cc(OC)c1
 : 5% | -5% | 2% | 6% | 5% | 1.3% | 4%[46.1 µM] | -5%
CCN(CC)CCCC(C)n1c(-c2ccccc2)nc2c(NCCO)nc(C)nc21 (stereo not given)
 : -17% | 0% | -5% | 4% | 8% | 2.6% | . | -2%
COCCn1c(C23CC4CC(CC(C4)C2)C3)n[nH]c1=S
 : -10% | -3% | -3% | 6% | ? | -0.9% | 0%[46.1 µM] | -5%
O=C(COC(=O)Cc1ccc(F)cc1)Nc1cc(S(=O)(=O)N2CCOCC2)ccc1N1CCCC1
 : -4% | 2% | 9% | 1% | -7% | 1.0% | -4%[46.1 µM] | -1%
Cc1ccc(S(=O)(=O)N2CCN(C(=O)c3cc(-c4ccc(Br)cc4)n[nH]3)CC2)c(C)c1
 : -1% | 1% | ? | . | . | -1.2% | . | 11%

Of the compounds above, these have a nitro group on carbon.
Screens in order – Tau fluor cs | TR SRC2 fluor cs | Tau fibril FP | aGal spleen mod | CBFb RUNX1 block | Epigenetic reg | NPSR antag | TRb-SRC2 inh
Cc1cccn2cc(CCNS(=O)(=O)c3ccc([N+](=O)[O-])cc3)nc12
 : -11% | 0% | -7% | -3% | 2%[2.36 µM] | -2.5% | 12% | 3%
Cc1c(N)cccc1[N+](=O)[O-]
 : . | 0% | . | 4% | -1%[21.7 µM] | . | . | 3%
O=[N+]([O-])c1cccc(/C=N/Nc2nc(N3CCCCC3)nc(N3CCCCC3)n2)c1
 : -24% | 1% | -1% | 1% | -2% | 1.2% | -43% | -9%
CC(C)(C)C(=O)Nc1ccc(F)cc1[N+](=O)[O-]
 : -4% | -1% | -1% | -11% | 5% | 1.1% | 0%[7.67 µM] | -4%

Next section.
Screens in order – Tau fluor cs | TR SRC2 fluor cs | Tau fibril FP | aGal spleen mod | CBFb RUNX1 block | Epigenetic reg | NPSR antag | TRb-SRC2 inh
CCOC(=O)C1=C(CS(=O)(=O)c2ccc(C(C)(C)C)cc2)NC(=O)NC1c1cccc(OC)c1 (stereo not given)
 : -12% | -4% | 6% | . | . | 0.0% | . | -4%
Cc1ccc(CNc2ncc(-c3ccccc3)n2C)o1
 : -3% | 4% | ? | 1% | -1% | 4.1% | 4% | -4%
COc1ccc(N2C(=O)CC(Sc3nc4c(cc3C#N)CCC4)C2=O)cc1 (stereo not given)
 : -15% | -2% | -5% | 0% | 8% | 0.1% | 8% | 6%
NC(=O)C(c1ccccc1)C1CCCC1 (stereo not given)
 : 2% | -3% | -7% | -2% | 9% | -13% | -4%[46.1 µM] | -14%
COc1ccc(-c2cc(C(=O)Oc3ccc(C)c(C)c3)c3ccccc3n2)cc1
 : -19% | -9% | ? | . | . | -1.6% | . | -1%
COc1ccccc1CNC(=O)c1ccccc1OCc1ccc(F)cc1
 : -11% | -3% | 12% | -2% | 12% | -1.1% | -39% | -1%
COc1ccc(-c2noc(C3CC(=O)N(c4ccccc4)C3)n2)c(OC)c1 (stereo not given)
 : -15% | -2% | -10% | . | . | 1.5% | . | -6%
COC(=O)c1c(CCl)noc1C(=O)NCC1CCCO1 (stereo not given)
 : -2% | -3% | -2% | 6% | 3% | 0.8% | -11%[46.1 µM] | -4%
CC(CCc1ccccc1)NC(=O)Cn1ncc2c3ccccc3n(Cc3ccccc3F)c2c1=O (stereo not given)
 : 9% | -1% | -12% | . | . | -2.9% | . | 9%
CC1(C)CC2(CCO1)OC(=O)CC2C(=O)Nc1c(Cl)cccc1Cl (stereo not given)
 : 3% | -8% | -5% | -8% | 8% | -1.2% | 1% | -8%
Cc1[nH]nc2c1-c1nc3ccccc3nc1C(C)(C)C2
 : -12% | -1% | -1% | ? | 5% | -0.5% | -15%[46.1 µM] | 6%
Cc1ccc(N2CC(O)=C(c3ccccc3)C2=N)cc1
 : 1% | 0% | 0% | -3% | -4% | -2.1% | -1% | 8%
COc1ccc2nc(NC(=O)c3cc(=O)c4cc(C)c(C)cc4o3)sc2c1
 : -12% | -9% | 0% | . | . | -1.9% | . | 5%
C=CCNC(=O)CCCCCNS(=O)(=O)c1ccc(OC)cc1
 : 4% | -3% | 4% | 10% | 6% | -0.3% | -1%[46.1 µM] | -15%
NC(=S)Nc1ccc(F)cc1F
 : -14% | -3% | -6% | 3% | 10% | -1.4% | 12%[7.67 µM] | -2%
CC(Sc1nc2ccccc2n1C)C(=O)Nc1ccc(N2CCOCC2)cc1 (stereo not given)
 : -24% | -2% | 12% | 8% | -6% | 1.0% | 13% | -9%
OC(CN1CCc2ccccc2C1)c1ccccc1 (stereo not given)
 : 3% | -1% | 2% | 1% | 2% | -1.5% | -1% | 3%

An excerpt of these results, with each value named:
COc1ccc(-c2cc(C(=O)Oc3ccc(C)c(C)c3)c3ccccc3n2)cc1
  Tau fluor cs: -19%	TR SRC2 fluor cs: -9%	Tau fibril FP: ?	aGal spleen mod: .	CBFb RUNX1 block: .	Epigenetic reg: -1.6%	NPSR antag: .	TRb-SRC2 inh: -1%
Cc1[nH]nc2c1-c1nc3ccccc3nc1C(C)(C)C2
  Tau fluor cs: -12%	TR SRC2 fluor cs: -1%	Tau fibril FP: -1%	aGal spleen mod: ?	CBFb RUNX1 block: 5%	Epigenetic reg: -0.5%	NPSR antag: -15%[46.1 µM]	TRb-SRC2 inh: 6%
